# Source: PubChem (several laboratories)
# RTF Ca sens act – cardiac RTF calcium sensitivity activators, primary screen, biochemical, IANBD-TnC fluorescence, EC20 calcium; Troponin I, cardiac muscle (Homo sapiens) + Troponin T, cardiac muscle (Homo sapiens) + …; IANBD-labeled TnC RTF fluorescence at EC20 calcium; 0% EC20 calcium, 100% full calcium; activation, % at 7.2 µM; hit rate 0.24% among 340,000; AID 493008, 2010;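 active means activation above the mean over all tested compounds plus 3 SD, cut at about 30% in these data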;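 further: rise in fluorescence read as greater calcium sensitivity of cardiac thin filaments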
# Keap1 Nrf2 FP – Keap1-Nrf2 protein-protein interaction inhibitors, primary screen, biochemical, fluorescence polarization, single point; Kelch-like ECH-associated protein 1 (Homo sapiens), Q14145; Keap1 Kelch-Nrf2 peptide fluorescence polarization, 1536-well; inhibition, % at 9.4 µM; hit rate 0.15% among 340,000; AID 504523, 2011; in the data active means inhibition above about 12%;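 further: human Keap1 Kelch domain with fluorescein labeled Nrf2 9mer peptide probe; 0% = neutral control wells and 100% = peptide positive control; higher means more block of Keap1 binding to Nrf2 peptide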
# V-ATPase pHluor – regulators of yeast V-ATPase proton pumping, primary screen, pHLuorin cytosolic pH fluorescence | S. cerevisiae | response, % at 10 µM | hit rate 0.37% among 350,000; in the data active means response mostly above about 7.3%, no sharp cut-off; inactive means mostly below about 5.4%; further: actives read high; inactives centre near 0; some compounds called inactive have numbers as strong as hits; reference of the scale not given here
# MOR-DOR ag – agonists of OPRM1-OPRD1 heterodimerization, primary screen, cell-based, luminescence | cells | activation, % at 9.3 µM | hit rate 0.3% among 340,000 | AID 504326, 2011; in the data active means activation above about 18%;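 further: 0% = vehicle-treated cells and 100% = reference agonist; values of inactives mirror those of a sister screen read the other way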
# Cardiac RTF inh – cardiac RTF calcium sensitivity inhibitors, primary screen, biochemical, IANBD-TnC fluorescence, EC70 calcium. Troponin I, cardiac muscle (Homo sapiens) + Troponin T, cardiac muscle (Homo sapiens) + …. IANBD-labeled cardiac RTF, Ca2+ fluorescence. inhibition, % at 7.15 µM. hit rate 0.12% among 340,000. AID 493244, 2011;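 active means inhibition above the mean inhibition of all tested compounds plus 3 SD, cut at about 17% in these data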;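 further: assay run at fixed EC70 calcium of 1.6 mM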
# C-LANA FP – inhibitors of KSHV C-LANA binding to DNA, primary screen, biochemical, fluorescence polarization, FAM-LBS DNA, MBP-C-LANA, single point; Kaposi's sarcoma herpesvirus LANA C-terminal domain (residues 932-1162) DNA binding; inhibition, % at 9 µM; hit rate 0.078% among 340,000;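 active means highest replicate inhibition at or above 60% at 9 µM, even if other replicates fall short; inactive means all replicates below 60% inhibition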;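 further: 0% = neutral control wells and 100% = 4 µM acridine orange control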
# OPRM1-OPRD1 inv – inverse agonists of MOR-DOR heterodimerization, primary screen, cell-based, luminescence; inhibition, % at 9.3 µM; AID 504357, 2011; cell-based MOR-DOR heterodimer luminescence, inverse agonism; hit rate 0.21% among 340,000; in the data active means inhibition above about 22%, passing the limit was not always enough;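 further: 0% = cells with DMSO and 100% = wells without cells with DMSO; values of inactives mirror those of a sister screen read the other way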
# Wnt act – Wnt/beta-catenin pathway activators, primary screen, cell-based, plate reader, single point; Wnt/beta-catenin reporter cell assay, activator; activation, % at 9.35 µM; hit rate 1.2% among 300,000; in the data active means activation above about 30%, passing the limit was not always enough;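 further: 0% = neutral control wells and 100% = positive control wells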
# Pemphigus Ab inh – inhibitors of pemphigus antibody binding to DSG3, primary screen, biochemical, bead-based, flow cytometry, scFv-GFP; binding (percent of control), % at 10 µM; hit rate 0.48% among 310,000; DSG3-coupled beads, scFv-anti-DSG3-GFP binding; hits give low values; Desmoglein-3 (Homo sapiens), P32926;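 active means binding more than 3 SD below its plate's average and above zero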;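 further: hits lower antibody fragment binding to DSG3; some compounds called inactive have numbers as strong as hits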
# Target sequence (P32926 whole entry, looked up, the tested form may be a part): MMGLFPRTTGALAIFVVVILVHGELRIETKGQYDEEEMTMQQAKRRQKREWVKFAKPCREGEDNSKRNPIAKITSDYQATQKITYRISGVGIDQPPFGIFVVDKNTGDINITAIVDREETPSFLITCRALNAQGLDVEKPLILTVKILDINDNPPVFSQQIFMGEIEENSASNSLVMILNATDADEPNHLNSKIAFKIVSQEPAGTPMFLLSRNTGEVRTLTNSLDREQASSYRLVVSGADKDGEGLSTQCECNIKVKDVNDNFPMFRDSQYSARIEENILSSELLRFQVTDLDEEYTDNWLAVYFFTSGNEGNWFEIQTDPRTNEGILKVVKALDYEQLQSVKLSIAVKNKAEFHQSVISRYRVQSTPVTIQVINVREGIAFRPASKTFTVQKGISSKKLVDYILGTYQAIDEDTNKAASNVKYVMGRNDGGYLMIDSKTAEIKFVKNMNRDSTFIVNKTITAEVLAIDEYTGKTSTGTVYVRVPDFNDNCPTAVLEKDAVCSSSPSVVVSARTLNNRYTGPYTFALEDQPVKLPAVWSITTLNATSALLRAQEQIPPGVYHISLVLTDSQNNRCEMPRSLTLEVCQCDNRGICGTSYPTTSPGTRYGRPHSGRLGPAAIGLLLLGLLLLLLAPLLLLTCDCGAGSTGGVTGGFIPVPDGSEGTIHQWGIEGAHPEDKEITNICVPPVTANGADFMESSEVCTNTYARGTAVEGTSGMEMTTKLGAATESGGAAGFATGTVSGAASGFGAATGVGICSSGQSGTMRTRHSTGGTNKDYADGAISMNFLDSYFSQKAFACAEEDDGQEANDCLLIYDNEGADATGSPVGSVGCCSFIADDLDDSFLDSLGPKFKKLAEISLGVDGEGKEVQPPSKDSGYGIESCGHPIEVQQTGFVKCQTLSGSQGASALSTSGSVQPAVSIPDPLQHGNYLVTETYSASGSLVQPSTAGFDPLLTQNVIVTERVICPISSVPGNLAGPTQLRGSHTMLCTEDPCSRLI
# Arr AP2 block – inhibitors of beta-arrestin/AP2 binding, primary screen, biochemical, GPCR trafficking, flow cytometry; inhibition, % at 10 µM; beta-arrestin 1 C-terminal peptide binding to AP2 beta2-adaptin appendage (human); hit rate 0.31% among 340,000; FITC-arrestin peptide / GST-AP2 beads; AP2 beta2 appendage carries R879A mutation;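 active means inhibition above a set limit, near 3 SD of compounds lacking own fluorescence, cut at about 54% in these data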;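 further: plate controls were DMSO wells for no effect and 5 µM unlabelled arrestin peptide for full effect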
#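 System: GST-AP2 R879A glutathione beads. Medium: PBS with 0.05% Tween 20 and 0.1% BSA. Also added: FITC-arrestin peptide, 50 nM. Incubation: 12 min plus 1 h, RT. Measured by: high-throughput flow cytometry of beads, ex 488, em 535 nm. Evaluation: percent drop in bead-associated FITC signal.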
# Active calls of the source: *; . = not tested or not shown. No enrichment for hits; overall some 3.1% were active at least once.
# Preview:
Structure,C-LANA FP,V-ATPase pHluor,Wnt act,MOR-DOR ag,Cardiac RTF inh,Pemphigus Ab inh,Keap1 Nrf2 FP,Arr AP2 block,OPRM1-OPRD1 inv,RTF Ca sens act
CC(C)Cc1nc(Nc2ccccc2C#N)c2nnn(Cc3ccccc3)c2n1,-1.0,-3,-1,12,-7,108,-2,-19,-60,-3
Cc1ccccc1-c1nnn(CC(=O)Nc2ccc3c(c2)OCCO3)n1,1.6,4,3,-0.9,-2,109,-5,7,4,2
COc1cccc(NC(=O)CSCc2n[nH]c(=O)[nH]2)c1,0.8,1,.,1.3,-8,104,-1,-2,-8,-4
COc1cc(/C=N/NC(=S)Nc2cccnc2)cc(OC)c1OC,0.5,4,0,-2.1,-1,96,2,36,12,3
CCN(CC)C(=O)Sc1cccc2cccnc12,0.2,5,0,-2.0,1,105,1,31,12,-1
CN(Cc1ccc(OC(F)F)cc1)C(=O)c1cccc(S(=O)(=O)N2CCN(c3ccccc3)CC2)c1,-0.7,-3,-5,-3.2,4,.,5,0,12,-3
COc1ccc(CN2CCNC(=O)C2CC(=O)NCCc2c[nH]c3ccccc23)c(OC)c1 (centres undefined),-1.9,1,-1,-2.0,-3,99,-2,-2,10,1
COCCCN(C(=O)CSCC(=O)Nc1cccc(C)c1)c1c(N)n(Cc2ccccc2)c(=O)[nH]c1=O,-0.8,5,1,-4.4,-22,106,1,-14,23,-8
COc1ccc(C(=O)NNC(=O)CCCCC(=O)NNC(=O)c2ccc(OC)cc2)cc1,0.3,3,1,-1.6,-3,102,5,62*,8,0
COCC(C)NC(=O)NC1(C(F)(F)F)Oc2ccc(Cl)cc2O1 (centres undefined),1.0,0,.,-2.1,6,103,-7,-2,11,7
Cc1cc(F)ccc1NC(=O)CCCN(C)S(=O)(=O)c1ccc(F)cc1,-2.0,-1,1,0.0,2,110,-1,-2,0,5
COC(=O)C(c1ccccc1)N(Cc1cccc(CN(C(C(=O)OC)c2ccccc2)S(C)(=O)=O)c1)S(C)(=O)=O (centres undefined),-0.1,4,0,0.6,2,103,-4,-5,-3,3
CCCN(Cc1cc2cc(C)ccc2[nH]c1=O)C(=O)c1cccc(OC)c1,-0.3,4,0,-1.3,-5,111,-2,11,6,1
COC(=O)c1ccc(OC)c(Cn2c(=O)n(C)c(=O)c3ccccc32)c1,0.8,8,-2,-1.4,-9,103,-4,30,7,2
O=C(CCn1c(=O)[nH]c2ccsc2c1=O)N1CCc2ccccc2C1,1.1,-4,7,-0.9,-2,.,-1,9,5,-7

# Main list, from the first entry:
Structure,C-LANA FP,V-ATPase pHluor,Wnt act,MOR-DOR ag,Cardiac RTF inh,Pemphigus Ab inh,Keap1 Nrf2 FP,Arr AP2 block,OPRM1-OPRD1 inv,RTF Ca sens act
CC(C)Cc1nc(Nc2ccccc2C#N)c2nnn(Cc3ccccc3)c2n1,-1.0,-3,-1,12,-7,108,-2,-19,-60,-3
Cc1ccccc1-c1nnn(CC(=O)Nc2ccc3c(c2)OCCO3)n1,1.6,4,3,-0.9,-2,109,-5,7,4,2
COc1cccc(NC(=O)CSCc2n[nH]c(=O)[nH]2)c1,0.8,1,.,1.3,-8,104,-1,-2,-8,-4
COc1cc(/C=N/NC(=S)Nc2cccnc2)cc(OC)c1OC,0.5,4,0,-2.1,-1,96,2,36,12,3
CCN(CC)C(=O)Sc1cccc2cccnc12,0.2,5,0,-2.0,1,105,1,31,12,-1
CN(Cc1ccc(OC(F)F)cc1)C(=O)c1cccc(S(=O)(=O)N2CCN(c3ccccc3)CC2)c1,-0.7,-3,-5,-3.2,4,.,5,0,12,-3
COc1ccc(CN2CCNC(=O)C2CC(=O)NCCc2c[nH]c3ccccc23)c(OC)c1 (centres undefined),-1.9,1,-1,-2.0,-3,99,-2,-2,10,1
COCCCN(C(=O)CSCC(=O)Nc1cccc(C)c1)c1c(N)n(Cc2ccccc2)c(=O)[nH]c1=O,-0.8,5,1,-4.4,-22,106,1,-14,23,-8
COc1ccc(C(=O)NNC(=O)CCCCC(=O)NNC(=O)c2ccc(OC)cc2)cc1,0.3,3,1,-1.6,-3,102,5,62*,8,0
COCC(C)NC(=O)NC1(C(F)(F)F)Oc2ccc(Cl)cc2O1 (centres undefined),1.0,0,.,-2.1,6,103,-7,-2,11,7
Cc1cc(F)ccc1NC(=O)CCCN(C)S(=O)(=O)c1ccc(F)cc1,-2.0,-1,1,0.0,2,110,-1,-2,0,5
COC(=O)C(c1ccccc1)N(Cc1cccc(CN(C(C(=O)OC)c2ccccc2)S(C)(=O)=O)c1)S(C)(=O)=O (centres undefined),-0.1,4,0,0.6,2,103,-4,-5,-3,3
CCCN(Cc1cc2cc(C)ccc2[nH]c1=O)C(=O)c1cccc(OC)c1,-0.3,4,0,-1.3,-5,111,-2,11,6,1
COC(=O)c1ccc(OC)c(Cn2c(=O)n(C)c(=O)c3ccccc32)c1,0.8,8,-2,-1.4,-9,103,-4,30,7,2
O=C(CCn1c(=O)[nH]c2ccsc2c1=O)N1CCc2ccccc2C1,1.1,-4,7,-0.9,-2,.,-1,9,5,-7
COc1cccc(NC(=O)CCC2CCN(C(=O)Cc3cccc(F)c3)CC2)c1,-1.7,-2,-5,-4.0,-2,111,3,-9,13,-3
COc1ccc(/C=C2\Oc3cc(OCC(=O)N4CCC[C@H]4C(=O)O)ccc3C2=O)c(OC)c1,-11,-2,.,-1.4,-44,.,-44,-9,7,30*
CCn1c2ccccc2c2cc(NC(=O)COc3ccccc3)ccc21,-2.8,-1,-4,3.7,0,112,5,8,-19,0
Cc1noc(C)c1COc1ccc(C(=O)Nc2ccccc2)cc1,0.9,1,-1,-0.2,3,100,1,16,1,1
CN(C)C(=O)COC(=O)c1cccc(S(=O)(=O)Nc2ccc(OCc3ccccc3)cc2)c1,-1.1,3,-2,-1.5,-14,101,-5,-13,8,3
Cc1ccc(S(=O)(=O)N2CCN(C(=O)C(F)(F)F)C2c2ccc(N(C)C)cc2)cc1 (centres undefined),2.1,5,1,-1.5,-1,111,1,-7,8,-4
Cc1ccc(NC(=O)CN2C(=O)S/C(=C\c3ccccn3)C2=O)cc1,0.3,1,0,-1.3,5,98,-4,6,7,0
O=C1N=C(N2CCCCC2)S/C1=C\c1ccccc1F,-11,4,9,-1.2,-5,117,-1,1,6,1
Cc1c(Cl)cccc1NC(=O)NN1CCN(C)CC1,-0.4,-1,-1,0.6,-16,93,-7,-7,-3,-4
CCOCCCNC(=O)C1(O)c2cc(Br)ccc2NC(=O)N1c1ccc(CC)cc1 (centres undefined),-0.1,3,-1,-1.7,0,89,-2,-7,9,-3
CCN(CC)C(=O)CN1CCC(c2nc3cc(C)c(C)cc3[nH]2)CC1,-0.3,-1,3,0.4,-4,112,-5,15,-2,1
Cc1ccc(C(=O)Nc2ccc(C(=O)NCC3CCCO3)cc2)cc1 (centres undefined),-1.1,1,0,-1.2,-5,105,-6,4,6,-8
CN(Cc1ccccc1)C(=O)c1ccc(NC(=O)Cc2ccc(NC(=O)C3CCN(S(=O)(=O)c4cccc([N+](=O)[O-])c4)CC3)cc2)cc1,-2.3,1,-3,4.7,-2,101,-1,14,-22,5
CCc1ccccc1NC(=O)CN(C1CCCCC1)S(C)(=O)=O,7.0,0,1,-1.2,-10,116,-4,-3,6,7
CC(C)c1nc(SCC(=O)NC2CCCCC2)c2ccccc2n1,-1.1,3,19,-1.4,-12,126,1,1,7,3
Cc1ccc(C(=C2C3C=CC2C2C(=O)NC(=O)C32)c2ccc(C)cc2)cc1 (centres undefined),-1.2,4,.,2.8,-2,103,0,-6,-14,1
COCCN(C)Cc1nc(C(c2ccccc2)c2ccccc2)no1,1.3,-3,-2,-4.0,3,117,-1,3,19,3
CCc1ccc(-c2nc(CN3CCC(C(=O)NCc4ccc(F)cc4)CC3)c(C)o2)cc1,0.1,-2,.,3.2,-3,107,-3,-3,-15,3
Cc1ccc2nc(Cn3cc(C(F)(F)F)ccc3=O)cc(=O)n2c1,0.2,-1,-3,-1.6,-1,113,-2,21,8,-2
COc1ccccc1CN1CCCC(C(=O)N(C)Cc2ccccc2)C1 (centres undefined),1.4,-3,.,-0.9,0,101,0,-8,4,-1
O=C(NCCc1ccccc1)C1CCN(S(=O)(=O)c2ccc(-n3cnnn3)cc2)CC1,-0.3,-1,.,-1.2,-4,110,1,-4,7,6
COc1ccc(C(=O)NC(=S)N2CCOCC2)cc1Br,1.0,0,-2,-1.3,4,101,-4,-17,7,1
COC(=O)c1sc(N)c(C(=O)OC)c1COC(=O)CCNS(=O)(=O)c1ccc(C)cc1,0.4,1,1,-2.0,15,100,-6,-3,11,-1
CC(C)COC(=O)Nc1nnc(SCCOc2ccccc2)s1,1.0,-3,.,-1.1,10,108,-2,-5,6,2
COc1ccc(/C=C/C(=O)OCC(=O)NCCC2=CCCCC2)cc1S(=O)(=O)N1CCOCC1,-0.5,4,-1,0.7,7,95,-3,-2,-4,-5
COc1ccc(OCC(=O)NNC(=O)C2CCN(c3ncnc4sc(C)c(C)c34)CC2)cc1,-1.5,0,-2,-2.0,0,.,-4,-9,8,0
CC(=O)c1ccc(S(=O)(=O)N2CCC(NC(=O)Nc3cccc(F)c3)CC2)cc1,-1.9,0,0,-1.8,0,113,0,-4,9,-5
Nc1c(-c2ccccc2)c(CN2CCOCC2)nn1-c1ccccc1,0.7,-1,2,-1.6,2,103,-8,1,11,0
